# ELG1 DNA repair = inhibitors of ELG1-dependent DNA repair in HEK293T cells; HEK293T ELG1-luciferase reporter, luminescence, 16 h; DNA damage induced by 5-fluorouridine; Potency, µM (highest dose often 46.1 µM), inactives show at the highest dose activity change, negative = inhibition, hits mostly inhibitors; 330,000 tested, 2.3% active; also: potency is read from the fitted curve at half-maximal effect; % is scaled to controls: 0 for no effect and ±100 for the full control effect; nearly all actives have a fitted effect of over 55% in size
#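 Overnight (16 hr) co-exposure of 2,000 cells/well to 5-fluorouridine and compound at 37 °C preceded detection. Luciferase was quantified via ONE-Glo luminescence; loss of signal denotes inhibition.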
# TRPV1 ag = agonists of human vanilloid receptor 1 (TRPV1); TRPV1-expressing cells, Fluo-8 calcium influx, agonist mode; activation, % at 8.33 µM; 320,000 tested, 0.19% active; AID 540275; in the data active = activation above about 80%; inconclusive = between about 30% and that limit; also: 0% is about no effect
#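 Fluo-8 calcium influx in TRPV1-expressing cells, kinetic read (ex 480/em 520 nm). Compound added and read 3 min for agonist activity, followed by capsaicin at EC20 final and 2 min further read for enhancement.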
# BRCA1 expr up = activators of BRCA1 expression; 380,000 tested, 1.1% active; MCF7-BRCA1-FFLuc reporter, luminescence, 48 h; response scale: scaled: vehicle 0%, 10 µM genistein 100%; Potency, µM (top dose mostly 46.1 µM), without a hit: top-dose activation, hits mostly activators; AID 624202; also: potency is read from the fitted curve at half-maximal effect; nearly all actives have a fitted effect of over 80% in size; some results filed as inactive show a strong effect at the top dose
#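 Luminescence from a BRCA1-driven firefly luciferase in MCF7 cells was the read-out, taken 15 min after substrate addition following 48 h compound exposure at 37 °C. Data were normalized to a 10 microM genistein control and DMSO vehicle.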
# AT treatment = candidate therapy for ataxia-telangiectasia. Potency, µM (doses to about 57.5 µM), for the others: at the top dose activation, most hits filed as activators. 320,000 tested, 0.19% active. […] A-T fibroblasts, KAP-1 phosphorylation AlphaLISA; neocarzinostatin DNA damage 30 min before lysis; also: potency is read from the fitted curve at half-maximal effect; % of control where 0% means no effect; nearly all actives have a fitted effect of over 45% in size
#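 ATM-like activity read as KAP-1 phosphorylation via AlphaLISA donor/acceptor antibody pairs after lysis and 6 hr at 25C. Cells were ATM-null patient fibroblasts ([…], hTERT), dosed 60 min, then exposed to the DSB inducer NCS for 30 min.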
# TCR activator = activators of T cell receptors | primary human leukocytes, anti-CD3, IL-2 HTRF, 48 h | Potency, µM (series often up to 9.22 µM), without a hit: top-dose activation of IL-2 secretion, actives largely listed as activators | 330,000 tested, under 10 active; also: % of control where 0% means no effect
#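 Human primary leukocytes + a-CD3 beads + cpd, 48 hr; IL-2 in supernatant by HTRF (ex 320nm / em 665nm). No co-stimulatory signal supplied.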
# CXXC DNA block = inhibitors of human MLL CXXC domain-DNA interaction; Potency, µM (top dose mostly 115 µM), for inactives: at the top dose activity change, negative = inhibition, usual class: inhibitors; MLL-CXXC / FITC-HOXA9 DNA fluorescence polarization; Q03164; 290,000 tested, 0.037% active; active = well fitted inhibition curve with a large enough effect in the polarisation, with a control signal flat, not every such curve was filed as active; inconclusive = small, poorly fitted or top-dose-only effect, or effect the other way, or a change in a side signal; inactive = no such curve, though single readings can be large or run the other way; the % refers to the polarisation; also: potency is read from the fitted curve at half-maximal effect
#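 Steps: dispense CXXC domain solution (7 uM) → pin compounds or unlabeled HOX-A9 DNA control → 5 min ambient → add FLSN-HOX-A9 solution (50 nM) → spin → 30 min ambient → fluorescence polarization. Tris pH 7.5/NaCl/DTT/BSA buffer.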
# a7 integrin act = activates integrin-mediated alleviation for muscular dystrophy | alpha7betagal myoblasts, beta-gal FDG fluorescence, 48 h | Potency, µM (doses to about 38.3 µM), for inactives: at the highest dose activation, hits mostly activators | 350,000 tested, 0.064% active | AID 624291;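 also: potency is read from the fitted curve at half-maximal effect; 100% = response of the positive control SU9516; nearly all actives have a fitted effect of over 60% in size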
#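 alpha7betagal+/- myoblasts (passage 13, 250/well) treated 48 h at 37C with compounds at 1:260 dilution of DMSO stock. Lysed, then beta-galactosidase activity read as FDG fluorescence (ex 480/em 540) after 30 min, with pre-read for autofluorescence.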
# TSG101-PTAP inh = blocks PTAP/TSG101 interaction to inhibit HIV-1 budding | Q99816 | Fluorescence polarization, FITC-PTAP peptide / Tsg101 binding | Potency, µM (titrated, usually from 115 µM), without a hit: top-dose activity change, negative = inhibition, usual class: inhibitors | 340,000 tested, under 10 active | AID 493005; active = well fitted inhibition curve with a large enough effect in the main read-out, with a control signal flat, not every such curve was filed as active; inconclusive = small, poorly fitted or top-dose-only effect, or effect the other way, or a change in a side signal; inactive = no such curve, though single readings can be large or run the other way; also: potency is read from the fitted curve at half-maximal effect; % of control where 0% means no effect
#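 Steps: Tsg101 binding domain dispensed (10 uM final), compounds pinned in DMSO, FITC-labeled PTAP-motif peptide added (50 nM final); after 20 min binding at room temperature, polarization measured.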
# p53 reactivation = restores transcriptional activity of mutant p53; H1299 p53-A138V BP100-luciferase reporter, luminescence, 24 h; 320,000 tested, 0.063% active; Potency, µM (top dose mostly 92.2 µM), inactives show top-dose activity change, positive = activation, most hits filed as activators; also: potency is read from the fitted curve at half-maximal effect; % of control where 0% means no effect; nearly all actives have a fitted effect of over 45% in size
#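 H1299 (p53-null), stable ts p53-A138V + BP100-Luc; 1000 cells/well, Opti-MEM/10% FBS; cpd 4 pt, 1:5; 24 h, 37 deg C, 5% CO2; detection reagent 10 min RT; luminescence.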
# B2AR arrestin = recruits beta-arrestin to the human beta2-adrenergic receptor. beta-arrestin recruitment to beta2AR, cell-based reporter. Potency, µM (titrated, usually from 46.1 µM), without a hit: at the top dose activation, actives largely listed as activators. 330,000 tested, 0.02% active;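 also: potency is read from the fitted curve at half-maximal effect; 0% = DMSO controls and full agonism = EC100 isoproterenol or metaproterenol; nearly all actives have a fitted effect of over 65% in size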
# * = called active by the depositor; ? = inconclusive; · = no result given; [ ] = another dose, or the depositor's remark. Unless noted, calls follow the shape of the dose curve; as a rule, active = well fitted curve in the direction sought with a large enough effect; inconclusive = small, poorly fitted or top-dose-only effect, or another doubt; inactive = no such curve, though single readings can be large; an effect the other way counts as inactive or inconclusive.
[1] O=C(O)CCc1nc(-c2cccs2)no1
[2] COCCn1nnnc1C(c1cc2ccc(OC)cc2[nH]c1=O)N1CCN(C2CCCCC2)CC1 (configuration not stated)
[3] CCCn1c(N)c(N(CCOC)C(=O)CSCC(=O)Nc2ccc(C)cc2)c(=O)[nH]c1=O
[4] N/C(Cc1cccc2ccccc12)=N\OC(=O)c1ccc(Br)o1
[5] CN(CC(=O)Nc1cccc(S(=O)(=O)N(C)C)c1)Cc1ccccc1
[6] C/C(CCC(C)C)=N\NC(=S)NCc1ccccc1
entry no.	1	2	3	4	5	6
ELG1 DNA repair	1%	-5%	6%	-2%	?	-3%
TRPV1 ag	-4	-2	1	13	17	0
BRCA1 expr up	-7%	2%	5%	·	38%	19%
AT treatment	1%	5%	-7%	18%	1%	0%
TCR activator	-7%	7%	·	·	-3%	1%
CXXC DNA block	0%	-3%	·	1%	5%	10%
a7 integrin act	2%	-22%	-13%	·	-16%	23%
TSG101-PTAP inh	-2%	0%	-7%	·	-3%	5%
p53 reactivation	-16%	?	15%	-2%	?	0%
B2AR arrestin	0.0%	0.2%	0.3%	-0.1%	-0.2%	-0.3%

[7] O=C(NC1CC1)c1ccc2c(Cl)c3c(nc2c1)CCCC3
[8] O=C(N/N=C1/CCSC1)c1cccc([N+](=O)[O-])c1
[9] CCn1c(-c2ccccc2Cl)nn(CC(=O)Nc2ccccc2C)c1=S
[10] O=C(CCC(=O)c1cccs1)OCC(=O)c1ccc(F)cc1
[11] Cc1ccc(S(=O)(=O)Oc2ccc(/C=N/NC(=O)c3c(Cl)cnn3C)cc2)cc1
[12] CCN(CC)Cc1c(O)ccc2c(=O)c(-c3ccc4c(c3)OCCO4)coc12
entry no.	7	8	9	10	11	12
ELG1 DNA repair	-14%	-1%	-17%	3%	16%	-10%
TRPV1 ag	?	0	-5	·	?	-4
BRCA1 expr up	?	-28%	-14%	-20%	10%	-23%
AT treatment	6%	-2%	-9%	-12%	-7%	-8%
TCR activator	-3%	-8%[46.1 µM]	2%	-9%[46.1 µM]	2%[46.1 µM]	-24%
CXXC DNA block	38%[activator]	1%	-20%	·	2%	-6%
a7 integrin act	-57%[inhibitor]	-5%	8%	-24%	-4%	26%
TSG101-PTAP inh	-2%	-6%	-5%	0%	1%	0%
p53 reactivation	?	4%	-1%	3%	10%	-13%
B2AR arrestin	0.5%	-2.4%	-0.3%	-0.8%	-0.9%	-0.9%

[13] O=C(Nc1cccc(Cl)c1Cl)C1CCCC1
[14] Cc1ccc(OCCn2nc3ccccc3n2)c(C)c1
[15] Cc1c(C)c2ccc(OS(C)(=O)=O)cc2oc1=O
[16] CCCN(CC1CC1)c1nc(C)nc(Nc2c(Cl)cc(Cl)cc2Cl)c1Cl
[17] Cc1ccc(/C=N/Nc2ccc3c(C(F)(F)F)cc(C(F)(F)F)nc3n2)cc1
[18] CN1CCN(c2ccccc2NC(=O)c2ccc(-c3cccc(Cl)c3)o2)CC1
entry no.	13	14	15	16	17	18
ELG1 DNA repair	·	?	20%	·	2%	?
TRPV1 ag	·	17	-5	·	-3	27
BRCA1 expr up	-8%	47%	?	16%	-23%	-88%
AT treatment	·	9%	9%	·	-3%	8%
TCR activator	-21%	·	1%[46.1 µM]	-2%	-4%	3%
CXXC DNA block	·	8%	4%	-1%	-24%	14%
a7 integrin act	10%	4%	-6%	·	-14%	-50%[inhibitor]
TSG101-PTAP inh	-1%	-3%	-1%	1%	-2%	-2%
p53 reactivation	·	9%	-11%	·	-8%	-4%
B2AR arrestin	·	0.1%	0.0%	·	-0.6%	-0.5%

[19] CSCCC(NC(=O)COc1ccccc1)C(=O)N1CCN(c2cccc(C(F)(F)F)c2)CC1 (configuration not stated)
[20] Cc1cc(C(=O)NCCCN2CCCC2=O)cs1
[21] Cc1ccc(NC2=CC(=O)CC(C)(C)C2)c(N)c1
[22] CC(C)c1ccc(NC(=O)N2CCc3ccccc3C2)cc1
[23] O=S(=O)(c1cccc(-c2csc(-c3ccccc3)n2)c1)N1CCOCC1
[24] CCCN(CCC)S(=O)(=O)c1ccc(C(=O)Nc2nnc(-c3cc(OC)cc(OC)c3)o2)cc1
entry no.	19	20	21	22	23	24
ELG1 DNA repair	·	15%	-25%	?	-4%	1.5µM*
TRPV1 ag	·	4	-4	?	13	0
BRCA1 expr up	-64%	0%	-3%	89%	0%	-38%
AT treatment	·	-4%	·	0%	5%	·
TCR activator	-6%	·	4%	·	1%	-4%
CXXC DNA block	·	0%	-13%	36%[activator]	-7%	-16%
a7 integrin act	4%	-1%	?	1%	12%	-8%
TSG101-PTAP inh	-6%	·	-3%	-4%	1%	-2%
p53 reactivation	·	4%	?	8%	10%	0%
B2AR arrestin	·	0.2%	-0.4%	0.3%	-0.6%	0.0%

# An excerpt from further up, for reference:
[19] CSCCC(NC(=O)COc1ccccc1)C(=O)N1CCN(c2cccc(C(F)(F)F)c2)CC1 (configuration not stated)
[20] Cc1cc(C(=O)NCCCN2CCCC2=O)cs1
[21] Cc1ccc(NC2=CC(=O)CC(C)(C)C2)c(N)c1
[22] CC(C)c1ccc(NC(=O)N2CCc3ccccc3C2)cc1
[23] O=S(=O)(c1cccc(-c2csc(-c3ccccc3)n2)c1)N1CCOCC1
[24] CCCN(CCC)S(=O)(=O)c1ccc(C(=O)Nc2nnc(-c3cc(OC)cc(OC)c3)o2)cc1
entry no.	19	20	21	22	23	24
ELG1 DNA repair	·	15%	-25%	?	-4%	1.5µM*
TRPV1 ag	·	4	-4	?	13	0
BRCA1 expr up	-64%	0%	-3%	89%	0%	-38%
AT treatment	·	-4%	·	0%	5%	·
TCR activator	-6%	·	4%	·	1%	-4%
CXXC DNA block	·	0%	-13%	36%[activator]	-7%	-16%
a7 integrin act	4%	-1%	?	1%	12%	-8%
TSG101-PTAP inh	-6%	·	-3%	-4%	1%	-2%
p53 reactivation	·	4%	?	8%	10%	0%
B2AR arrestin	·	0.2%	-0.4%	0.3%	-0.6%	0.0%

# New compounds follow
[25] COCCNC(=O)[C@H]1N2C(=O)c3c(ccc(OC)c3OC)C2SC1(C)C (some centres not stated)
[26] O=C(Nc1ccccc1)C1CCN(S(=O)(=O)c2cccs2)CC1
[27] CCCCn1nnc(NC(=O)c2cc3ccccc3o2)n1
[28] CSc1nnc(NC(=O)c2ccc3c(c2)OCO3)s1
[29] COc1ccc(C2C(C#N)=C(C)NC(C)=C2C(=O)OC(C)C)c(OC)c1 (configuration not stated)
[30] Cc1c(Cl)cccc1NC(=O)CCN1C(=O)NC(C)(C)C1=O
entry no.	25	26	27	28	29	30
ELG1 DNA repair	13%	9%	?	?	6%	0%
TRPV1 ag	3	?	?	?	-8	0
BRCA1 expr up	28%	16%	?	-29%	12%	1%
AT treatment	-3%	-6%	2%	0%	6%	-1%
TCR activator	-2%	3%	-1%	2%	-6%	-2%
CXXC DNA block	-6%	·	-5%	4%	19%	·
a7 integrin act	14%	-19%	9%	0%	?	7%
TSG101-PTAP inh	-2%	-3%	-7%	-3%	2%	-1%
p53 reactivation	-3%	0%	?	?	-5%	4%
B2AR arrestin	0.6%	0.2%	0.0%	-0.2%	-0.2%	-0.7%

[31] O=C(COC(=O)Cn1cnc2ccccc2c1=O)NCc1ccccc1Cl
[32] COCC(C)n1c(SCc2cc(C(=O)OC)c(C)o2)nc2ccccc2c1=O (configuration not stated)
[33] Cc1ccc(C2CC2C(=O)NNC(=S)Nc2cccc(C)c2)cc1 (configuration not stated)
[34] Cc1ccc(NC(=O)NC(=O)c2ccccc2)cc1F
[35] Cc1nc2ccccc2c2oc(C(=O)N3CCN(C(=O)c4ccco4)CC3)cc12
[36] COC(=O)[C@]1(C)N[C@H](CN(C)S(=O)(=O)c2ccc(OC)cc2)[C@@H]2C(=O)N(C)C(=O)[C@@H]21
entry no.	31	32	33	34	35	36
ELG1 DNA repair	4%	?	1%	?	?	11%
TRPV1 ag	8	7	2	4	-3	·
BRCA1 expr up	-1%	-27%	-23%	?	5%	7%
AT treatment	0%	-6%	-1%	1%	5%	3%
TCR activator	-6%	9%	-2%[46.1 µM]	·	0%	-6%
CXXC DNA block	8%	-7%	7%	15%	-8%	·
a7 integrin act	-28%	4%	11%	-2%	8%	0%
TSG101-PTAP inh	0%	0%	-5%	-5%	-6%	0%
p53 reactivation	1%	-6%	22%	2%	-5%	?
B2AR arrestin	-0.3%	0.3%	11%	-0.5%	-0.1%	-1.2%
